AMA1 RON2 block: qHTS for Inhibitors of AMA1-RON; Towards Development of Antimalarial Drug Lead: Primary Screen. Plasmodium falciparum AMA1 (3D7) - RON2 peptide interaction. AlphaScreen AMA1-biotinylated RON2 peptide binding. Potency, µM (highest dose often 58.2 µM), without a hit: at the highest dose activity change, negative = inhibition, most hits filed as inhibitors. 360,000 tested, 0.2% active. AID 720542, 2013;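 note: potency is the fitted concentration of half-maximal effect; 0% = vehicle wells and -100% = peptide control; nearly all actives have a fitted effect of over 45% in size; some results filed as inactive show a strong effect at the top dose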
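AMA1 (3D7) with his tag at 25 nM final met compounds first, then biotinylated RON2 peptide at 25 nM; detection used donor plus acceptor beads, 10 µg/mL apiece, read by AlphaScreen after 30 min at room temperature.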
FBPA Giardia inh: qHTS Assay for Inhibitors of Fructose-1,6-bisphosphate Aldolase from Giardia Lamblia. A8B2U2. purified Giardia FBPA. Potency, µM (series often up to 59.6 µM), inactives show at the highest dose activity, negative = inhibition, most hits filed as inhibitors. 290,000 tested, 0.71% active; note: potency is the fitted concentration of half-maximal effect; nearly all actives have a fitted effect of over 55% in size
Target sequence (A8B2U2 whole entry, looked up): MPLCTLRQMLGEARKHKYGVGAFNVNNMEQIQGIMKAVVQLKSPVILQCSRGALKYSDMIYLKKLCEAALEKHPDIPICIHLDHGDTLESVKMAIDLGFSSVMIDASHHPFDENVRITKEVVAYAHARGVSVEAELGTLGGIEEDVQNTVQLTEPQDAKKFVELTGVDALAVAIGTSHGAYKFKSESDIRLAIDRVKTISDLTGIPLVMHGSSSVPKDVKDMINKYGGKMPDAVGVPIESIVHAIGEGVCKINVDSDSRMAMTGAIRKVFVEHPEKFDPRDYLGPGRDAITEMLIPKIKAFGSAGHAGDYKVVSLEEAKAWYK
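40 nM FBPA preincubated 10 min at RT with compound (up to 57.5 uM final), then substrate plus GAPDH/TPI/NAD/arsenate coupling and diaphorase/resazurin added. Fluorescence read after 20 min at RT, 525/598 nm.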
Sm TGR block: qHTS Assay for the Inhibitors of Schistosoma Mansoni Peroxiredoxins | Potency, µM (titrated, usually from 114 µM), for inactives: top-dose activity change, negative = inhibition, actives largely listed as inhibitors | purified TGR, DTNB reduction, TNB absorbance 405 nm | 360,000 tested, 3% active | AID 485364, 2010 | Schistosoma mansoni thioredoxin glutathione reductase (TGR), Q962Y6; note: potency is the fitted concentration of half-maximal effect; nearly all actives have a fitted effect of over 60% in size
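First, TGR (20 nM dispensed) and NADPH were mixed with compound. Second, a 15 min room-temperature incubation followed. Third, further NADPH and then DTNB were added to start the reaction. Finally, TNB absorbance was monitored kinetically.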
AmpC inh no detg: qHTS Inhibitors of AmpC Beta-Lactamase (assay without detergent); 330,000 tested, 0.52% active; AmpC nitrocefin hydrolysis, absorbance 480 nm, 0.0001% Triton; P00811; Potency, µM (top dose mostly 57.1 µM), inactives show at the highest dose activity change, negative = inhibition, hits mostly inhibitors;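 note: potency is the fitted concentration of half-maximal effect; plate controls were no compound for no effect and no enzyme for full effect; nearly all actives have a fitted effect of over 20% in size; some results filed as inactive show a strong effect at the top dose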
Target sequence (P00811 whole entry, looked up): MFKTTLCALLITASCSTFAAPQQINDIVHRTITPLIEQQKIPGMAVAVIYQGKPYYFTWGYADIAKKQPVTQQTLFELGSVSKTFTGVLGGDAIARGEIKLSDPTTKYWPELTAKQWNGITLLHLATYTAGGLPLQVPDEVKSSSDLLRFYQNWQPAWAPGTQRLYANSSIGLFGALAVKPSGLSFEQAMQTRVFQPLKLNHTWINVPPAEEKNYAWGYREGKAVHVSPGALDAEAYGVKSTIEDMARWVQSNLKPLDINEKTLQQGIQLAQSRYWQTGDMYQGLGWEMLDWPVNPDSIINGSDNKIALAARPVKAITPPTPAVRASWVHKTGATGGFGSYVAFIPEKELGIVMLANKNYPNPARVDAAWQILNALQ
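20 mM phosphate pH 7.0 + 0.01% (detergent screen) or 0.0001% Triton X-100; 5.3 nM AmpC reagent; cpd preinc 15 min RT; nitrocefin (800 uM stock) to start; A480 q20 s × 4 min; Activity was normalised to no-enzyme and no-compound control wells.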
HCMV antiviral: qHTS Assay for inhibitors of the human cytomegalovirus (HCMV). HFF cells, HCMV-luciferase reporter, 72 h; hits give low values. activity change, negative = inhibition, % at 57.5 µM. 410,000 tested, 4.5% active; in the data active = activity change below about -60%; inconclusive = no clear call, values can overlap the other calls; inactive = above about -39%
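Steps: HFFs plated, 16 h 37C; compounds added; HCMV-luciferase added to MOI 1 PFU/cell; 72 h 37C; OneGlo reagent, 5 min room temperature; luminescence read, normalized to controls.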
AmpC detergent: qHTS Inhibitors of AmpC Beta-Lactamase (assay with detergent) | Potency, µM (top dose mostly 114 µM), for inactives: at the top dose activity change, negative = inhibition, usual class: inhibitors | AmpC hydrolysis of nitrocefin, absorbance 480 nm, 0.01% Triton | 370,000 tested, 0.041% active;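 note: potency is the fitted concentration of half-maximal effect; 0% = no-compound wells and -100% = no-enzyme wells; nearly all actives have a fitted effect of over 25% in size; some results filed as inactive show a strong effect at the top dose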
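AmpC (5.3 nM in the dispensed reagent) in 20 mM phosphate pH 7.0 with 0.01% (detergent screen) or 0.0001% Triton X-100 was preincubated with compounds for 15 min at room temperature. Nitrocefin was then added from an 800 uM solution, and hydrolysis was followed at 480 nm.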
Active calls of the source: *; ? = inconclusive; / = not tested or not shown; & = joins results of further samples; [ ] = dose if it differs, or a comment. Unless noted, calls come from the whole dose curve; as a rule, active = well fitted curve in the direction sought with a large enough effect; inconclusive = small, poorly fitted or top-dose-only effect, or another doubt; inactive = no such curve, though single readings can be large; an effect the other way counts as inactive or inconclusive. Unless noted, % is set by controls: 0 for no effect and ±100 for the full control effect.

SMILES	AMA1 RON2 block	FBPA Giardia inh	Sm TGR block	AmpC inh no detg	HCMV antiviral	AmpC detergent
COCCn1c(=O)[nH]c2cc(C(=O)Nc3nnc(C)s3)ccc21	-27%	-11%	-6%	-18%	216	-2%
CCN(CC)C(=O)COc1ccc(C=O)cc1OC	-12%	0%	4%	2%	-33	-13%
CC(C)(C)OC(=O)NC1CNNC1=O (stereo not drawn)	-14%	/	-5%	-6%	-8	-5%
Cc1cc(NC(=O)COC(=O)CCS(=O)(=O)c2cc(Cl)ccc2Cl)no1	11%	-1%	-11%	-9%	10	5%
Cc1ccc(C2c3c(C)nn(-c4ccc([N+](=O)[O-])cc4)c3N=C3C(=O)Nc4ccccc4N32)cc1 (stereo not drawn)	/	-4%	13%	-58%	/	?
CN=c1scc(-c2ccc(Cl)cc2)n1C	-4%[2.32 µM]	1%	-12%	-29%	29	-9%
COc1ccc(C(NC(=O)CC(C)C)NC(=O)CC(C)C)cc1OC	9%	-4%	11%	-7%	-12	-9%
O=S(=O)(Nc1nc2ccccc2nc1Nc1ccc2c(c1)OCCO2)c1cccs1	7%	-20%	-14%	-36%	-39	-14%
CS(=O)(=O)N1CCC(C(=O)Nc2cccc(F)c2)CC1	2%	14%	0%	-8%	14	-14%
CN1CCN(S(=O)(=O)c2ccc(-c3ccc(Cl)cc3)cc2)CC1	10%	8%	4%	-4%	25	?
CC(=O)Oc1ccc2c(c1)cc(C)n2C	-12%	-9%	-4%	-16%	132	?
O=C(CCc1ccccc1)Nc1nc2n(n1)C(c1ccccc1)CC(=O)N2 (stereo not drawn)	-6%	0%	0%	-22%	28	?
COc1cc(OC)c2c(O)c3c(c(-c4c5c(c(O)c6c(OC)cc(OC)cc46)CO[C@@H](C)[C@H]5O)c2c1)[C@H](O)[C@H](C)OC3	-10%	?	?	?	/	5%
COc1cc(S(=O)(=O)Nc2cccc3cn[nH]c23)c(OC)cc1Cl	-12%	/	-8%	-48%	?	-4%
CC1=C(C(=O)NCc2ccco2)C2(CCC(C)CC2)OC1=O (stereo not drawn)	-5%	7%	?	-17%	20	-11%

Entries of single compounds from above. Screens in order: AMA1 RON2 block	FBPA Giardia inh	Sm TGR block	AmpC inh no detg	HCMV antiviral	AmpC detergent
`COc1cc(OC)c2c(O)c3c(c(-c4c5c(c(O)c6c(OC)cc(OC)cc46)CO[C@@H](C)[C@H]5O)c2c1)[C@H](O)[C@H](C)OC3` as listed: -10%	?	?	?	/	5%
`COc1cc(S(=O)(=O)Nc2cccc3cn[nH]c23)c(OC)cc1Cl` as listed: -12%	/	-8%	-48%	?	-4%
`CN1CCN(S(=O)(=O)c2ccc(-c3ccc(Cl)cc3)cc2)CC1` as listed: 10%	8%	4%	-4%	25	?

Some of these compounds in order of count of non-hydrogen atoms, largest number first.
SMILES	AMA1 RON2 block	FBPA Giardia inh	Sm TGR block	AmpC inh no detg	HCMV antiviral	AmpC detergent
O=S(=O)(Nc1nc2ccccc2nc1Nc1ccc2c(c1)OCCO2)c1cccs1	7%	-20%	-14%	-36%	-39	-14%
COc1ccc(C(NC(=O)CC(C)C)NC(=O)CC(C)C)cc1OC	9%	-4%	11%	-7%	-12	-9%
CS(=O)(=O)N1CCC(C(=O)Nc2cccc(F)c2)CC1	2%	14%	0%	-8%	14	-14%

Later entries.
SMILES	AMA1 RON2 block	FBPA Giardia inh	Sm TGR block	AmpC inh no detg	HCMV antiviral	AmpC detergent
Cc1nnc(N(Cc2ccco2)C(=O)c2cccc(C#N)c2)s1	7%	6%	-6%	-14%	32	1%
O=C1c2cc(S(=O)(=O)NCCO)ccc2-c2ccc(S(=O)(=O)NCCO)cc21	?	3%	7%	-13%	-25	-3%
CC(=O)Nc1ccc2nc(-c3ccco3)[nH]c2c1	3%	-12%	?	-26%	26	5%
COc1ccc(CNC(=O)Cn2ccc3cc(S(=O)(=O)N4CCCCCC4)ccc32)c(OC)c1	/	/	24%	/	-15	10%
COc1ccccc1C(=O)n1nc(C)cc1C	-6%	0%	0%	-15%	-9	?
CN(C)C1=NC(=O)/C(=C\c2ccccc2)S1	-4%	5%	-4%	-1%	-22	-4%
COc1cccc(OC)c1OCCN(C)C	-16%	16%	2%	-37%	91	-2%
O=C(c1sc2ccccc2c1Cl)N(Cc1cccs1)C1CCS(=O)(=O)C1 (stereo not drawn)	0%	-7%	-15%	4%	11	-6%
COc1cccc(NC(=O)CCc2c(C)nc3nc(CNC(=O)c4cccc(F)c4)nn3c2C)c1	2%	/	-9%&1%	126%[activator]	-25&3	2%&-2%
CCOc1ccccc1NC(=O)C(NS(=O)(=O)c1cccc2nsnc12)c1ccccc1 (stereo not drawn)	/	/	-1%	/	-6	-5%
COCCNC(=O)c1ccc2c(c1)nc(C)n2-c1cccc(F)c1	4%	1%	-3%	-2%	1	-12%
CN(C)c1ccc(N=Cc2c(O)n(CCC3=CCCCC3)c(=O)[nH]c2=O)cc1	5%	2%	-2%	-20%	/	-14%
CO/N=C/C(C#N)c1ncc(C(F)(F)F)cc1Cl (stereo not drawn)	30%	20µM*	?	-18%	-29	-1%
CN(C)C(CNC(=O)c1ccc(C2SCCS2)cc1)c1ccccc1 (stereo not drawn)	-18%	4%	-17%	-8%	71	2%
O=C(CSCCSCC(=O)c1ccco1)c1ccco1	/	?	-31%	-27%	/	0%
Cc1ccccc1C(=O)Nc1cc(-c2ccc(Cl)cc2)nn1-c1ccccc1	/	/	4%	/	-7	7%
Cc1cc(C)n(-c2ccc(C(=O)Nc3cc(C(F)(F)F)ccc3N3CCOCC3)cc2)n1	-2%	5%	0%	-3%	-2	-2%
COc1ccccc1N1CCN(C(=O)c2ccc(CN3CCc4ccccc4C3)cc2)CC1	-1%	-20%	-13%	154%[activator]	40	0%
COc1cc(C(=O)NCC(=O)N2CC=C(c3ccccc3)CC2)cc(OC)c1OC	-16%	/	1%	52%	-27	-12%
O=C(NCCc1ccccc1)c1ccc2[nH]c(=O)c(=O)[nH]c2c1	-3%	-4%	-11%	-23%	41	-7%
COC(=O)CCCCCCCC(=O)Nc1nnc(C(F)(F)F)s1	29%	-2%	9%	-12%	9	9%
CCOC(=O)CC1C(=O)NCCN1C(=S)Nc1ccccc1 (stereo not drawn)	-2%	-3%	-5%	4%	25	-5%
Cc1nn(Cc2ccccc2)c(C)c1NC(=O)CCCn1nc(C)c([N+](=O)[O-])c1C	17%	-5%	6%	64%[activator]	9	3%
COc1ccc(OCc2ccc(/C=N\NC(=O)c3sccc3C)o2)cc1	68%[activator]	/	?	-41%	40	-1%
Cc1ccc(-n2nc(C)c3c(C)c(CCC(=O)NCc4cccc(Cl)c4)c(C)nc32)cc1C	/	/	-9%	/	-12	0%
Cc1ccc(N)cc1N	-3%	/	-34%	-10%	-11	1%
CC1CCCCN1CCCNc1ccc(C(CC(N)=O)NC(=O)Cc2cccc3ccccc23)cc1[N+](=O)[O-] (stereo not drawn)	-2%	2%	-13%	37%	2	-15%
COc1ccc(N2C(=O)CC(C#N)=C2N)cc1	47%[activator]	-2%	-17%	-29%	-16	?
O=C(O)C12CC3CC(C1)CC(n1cnc(Cl)n1)(C3)C2	1%	2%	7%	-35%	-23	-13%
Cc1cc(-c2nnc3n2N=C(c2ccccc2Br)CS3)n[nH]1	1%	-5%	-19%	-16%	-38	2%
Cc1ccc(Cn2cccc(C(=O)Nc3cc(C)on3)c2=O)cc1	/	/	2%	/	-6	4%
COCCCNC(=O)C1CCCN(c2ncnc3onc(C)c23)C1 (stereo not drawn)	/	/	0%	/	-8	-3%
O=C(c1ccc2c(=O)n3c(nc2c1)CCCCC3)N1CCCCC1	-7%	/	1%	-2%	-4	?
CN(C)c1ccc(NC(=O)Nc2cccc3ccccc23)cc1	-14%	-8%	?	-33%	-11	3%
CCc1ccc2occ(CC(=O)N(Cc3ccccc3)C3CCS(=O)(=O)C3)c2c1 (stereo not drawn)	/	/	-12%	/	-2	-3%
Cc1ccc(OCc2cccc(S(=O)(=O)N(C)C)c2)c([N+](=O)[O-])n1	-16%	/	6%	-7%	32	-1%
COc1cc(OC)nc(NC2OC(=O)c3ccccc32)n1 (stereo not drawn)	10%	-1%	4%	-12%	-4	?
COc1ccc(NC(=O)CN(C)C(=O)c2ccc(NS(=O)(=O)c3cccc([N+](=O)[O-])c3)cc2)cc1	-2%	/	1%	-41%	-12	-10%
S=C1NCN(Cc2cccnc2)CN1	-2%	-8%	-1%	-4%	-10	8%
CCOc1ccc(Cc2c(O)[nH]c(=O)[nH]c2=O)cc1	4%	-19%	-20%	-18%	84	-6%
C=CCNC(=S)Nc1cc(Cl)ccc1OC	8%	-18%	?	-15%	-12	?
Cc1nnc(SC(C)C(=O)Nc2sc3c(c2C#N)CCCC3)[nH]c1=O (stereo not drawn)	0%	2%	3%	-19%	20	-7%
Oc1cc(Cc2ccccc2)cnc1CN1CCCCC1	27%	-25%	?	-21%	-3	-3%
N#Cc1c(-c2ccco2)nc(SCC(=O)Nc2ccc(S(N)(=O)=O)cc2)[nH]c1=O	/	2%	1%	-35%	/	?
Cc1ccc(C)c(NC(=O)C(Sc2nc3ccccc3c(=O)n2CC(C)C)c2ccccc2)c1 (stereo not drawn)	-12%	0%	2%	-19%	-24	?

Some entries already given, reduced to Sm TGR block and HCMV antiviral.
SMILES,Sm TGR block,HCMV antiviral
Cc1nnc(SC(C)C(=O)Nc2sc3c(c2C#N)CCCC3)[nH]c1=O (stereo not drawn),3%,20
Oc1cc(Cc2ccccc2)cnc1CN1CCCCC1,?,-3
N#Cc1c(-c2ccco2)nc(SCC(=O)Nc2ccc(S(N)(=O)=O)cc2)[nH]c1=O,1%,/
Cc1ccc(C)c(NC(=O)C(Sc2nc3ccccc3c(=O)n2CC(C)C)c2ccccc2)c1 (stereo not drawn),2%,-24
